Screening results (PubChem)
HCMV antiviral – blocks human cytomegalovirus replication; HFF cells, HCMV-luciferase reporter, 72 h; stronger effect = lower value; actives 4.5% (n = 410,000); AID 1259415; activity change, negative = inhibition, % at 57.5 µM; in the data active means activity change below about -60%; inconclusive means no clear call, values can overlap the other calls; inactive means above about -39%
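Steps: HFFs plated, 16 h 37C; compounds added; HCMV-luciferase added to MOI 1 PFU/cell; 72 h 37C; OneGlo reagent, 5 min room temperature; luminescence read, normalized to controls.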
AmpC no deterg – inhibitors of E. coli AmpC beta-lactamase without detergent | AmpC nitrocefin hydrolysis, absorbance 480 nm, 0.0001% Triton | P00811 | Potency, µM (highest dose often 57.1 µM), for inactives: at the top dose activity change, negative = inhibition, most hits filed as inhibitors | actives 0.52% (n = 330,000);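 further: potency means the concentration at half of the fitted maximal effect; plate controls were no compound for no effect and no enzyme for full effect; nearly all actives have a fitted effect of over 20% in size; some results filed as inactive show a strong effect at the top dose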
Target sequence (P00811 whole entry, looked up): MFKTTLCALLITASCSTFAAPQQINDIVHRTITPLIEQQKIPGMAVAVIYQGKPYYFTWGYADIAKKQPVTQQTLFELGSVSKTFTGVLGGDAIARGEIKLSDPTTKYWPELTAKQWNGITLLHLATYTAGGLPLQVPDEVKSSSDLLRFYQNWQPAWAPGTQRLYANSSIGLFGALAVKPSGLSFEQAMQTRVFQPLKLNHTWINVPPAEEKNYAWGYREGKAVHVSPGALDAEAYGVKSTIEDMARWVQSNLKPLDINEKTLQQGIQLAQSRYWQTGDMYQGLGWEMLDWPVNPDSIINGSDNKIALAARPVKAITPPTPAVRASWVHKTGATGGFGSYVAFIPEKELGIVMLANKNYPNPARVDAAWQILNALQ
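20 mM phosphate pH 7.0 + 0.01% (detergent screen) or 0.0001% Triton X-100; 5.3 nM AmpC reagent; cpd preinc 15 min RT; nitrocefin (800 uM stock) to start; A480 q20 s × 4 min; Activity was normalised to no-enzyme and no-compound control wells.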
HCV inhibitor – blocks hepatitis C virus | Huh7.5.1 HCVcc-Cre infection, luciferase reporter, 44 h | Potency, µM (series often up to 41.8 µM), without a hit: top-dose activity change, negative = inhibition, usual class: inhibitors | actives 3.4% (n = 340,000) | AID 651820; further: potency means the concentration at half of the fitted maximal effect
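Infectious HCVcc-Cre (~0.5 moi) was added to cells just after compound, with cells seeded 4 h earlier at 1,000 per well. Luciferase activity after 44 h culture reported infection; substrate was incubated 15 min at room temperature before reading.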
Sm TGR block – blocks Schistosoma mansoni thioredoxin glutathione reductase | Q962Y6 | purified TGR, DTNB reduction, TNB absorbance 405 nm | Potency, µM (titrated, usually from 114 µM), inactives show at the highest dose activity change, negative = inhibition, most hits filed as inhibitors | actives 3% (n = 360,000) | AID 485364; further: potency means the concentration at half of the fitted maximal effect; nearly all actives have a fitted effect of over 60% in size
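TGR 20 nM + NADPH 100 uM (dispensed conc.), cpd preinc 15 min RT; start with NADPH (500 uM addition) then DTNB (15 mM addition). Kinetic TNB absorbance, 405 nm filter. Four-parameter Hill fit across titration.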
Giardia FBPA inh – blocks Giardia fructose-bisphosphate aldolase activity. purified Giardia FBPA. Potency, µM (titrated, usually from 59.6 µM), inactives show at the highest dose activity, negative = inhibition, actives largely listed as inhibitors. actives 0.71% (n = 290,000). AID 2451; further: potency means the concentration at half of the fitted maximal effect; nearly all actives have a fitted effect of over 55% in size
Target sequence (A8B2U2 whole entry, looked up): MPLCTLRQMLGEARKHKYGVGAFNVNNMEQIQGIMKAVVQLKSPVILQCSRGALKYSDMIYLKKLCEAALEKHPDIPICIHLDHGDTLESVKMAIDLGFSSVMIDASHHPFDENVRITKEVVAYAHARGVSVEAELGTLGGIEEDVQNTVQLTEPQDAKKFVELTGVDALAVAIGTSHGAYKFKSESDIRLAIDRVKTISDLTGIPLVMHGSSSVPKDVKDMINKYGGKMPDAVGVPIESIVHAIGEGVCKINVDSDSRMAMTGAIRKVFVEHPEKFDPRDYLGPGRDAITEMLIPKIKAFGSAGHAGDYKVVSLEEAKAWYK
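Giardia FBPA (40 nM reagent) was preincubated 10 min at RT with compound (up to 57.5 uM final), then substrate plus GAPDH/TPI/NAD/arsenate coupling system with diaphorase/resazurin was added; resorufin fluorescence (525/598 nm) was read after 20 min.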
AmpC inh detg – inhibitors of E. coli AmpC beta-lactamase with detergent | AmpC hydrolysis of nitrocefin, absorbance 480 nm, 0.01% Triton | Potency, µM (doses to about 114 µM), for the others: top-dose activity change, negative = inhibition, hits mostly inhibitors | actives 0.041% (n = 370,000) | AID 485294;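 further: potency means the concentration at half of the fitted maximal effect; 0% = no-compound wells and -100% = no-enzyme wells; nearly all actives have a fitted effect of over 25% in size; some results filed as inactive show a strong effect at the top dose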
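20 mM phosphate pH 7.0 + 0.01% (detergent screen) or 0.0001% Triton X-100; 5.3 nM AmpC reagent; cpd preinc 15 min RT; nitrocefin (800 uM stock) to start; A480 q20 s × 4 min; Activity was normalised to no-enzyme and no-compound control wells.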
* = called active by the depositor; ? = inconclusive; nt = not tested or not shown; & = joins results of further samples; [ ] = remark or other dose. Unless noted, the call rests on the fitted dose curve; in most records, active means well fitted curve in the direction sought with a large enough effect; inconclusive means small, poorly fitted or top-dose-only effect, or another doubt; inactive means no such curve, though single readings can be large; an effect the other way counts as inactive or inconclusive. Unless noted, on the % scale 0 is the no-effect control and ±100 the full control effect.

molecule | HCMV antiviral | AmpC no deterg | HCV inhibitor | Sm TGR block | Giardia FBPA inh | AmpC inh detg
CCN1CCN(c2ncnc3c2nnn3Cc2ccccc2)CC1 | 0.5 | 19.6% | -19.7% | -4.8% | -10.5% | ?
C[C@@H]1CCCCCCCCC(=O)OCCN(C(=O)OC(C)(C)C)[C@H](C)CCCCCCCCC(=O)OCCN(C(=O)OC(C)(C)C)[C@H](C)CCCCCCCCC(=O)OCCN(C(=O)OC(C)(C)C)[C@H](C)CCCCCCCCC(=O)OCCN1C(=O)OC(C)(C)C | 7.6 | -6.9% | 33.8%[activator] | nt | nt | nt
O=C(CSc1nnc2n(C3CCCC3)c(=O)c3ccccc3n12)N1CCCCCC1 | -28.0 | 47.1% | -2.6% | 7.6% | 4.9% | ?
CN(CC(=O)Nc1c(Cl)cccc1Cl)C(=O)c1ccc2ccccc2n1 | 1.1 | -34.0% | -7.3% | 2.1% | nt | 0.0%
CC(C)C(NC(=O)C12CC3CC(CC(C3)C1)C2)C(=O)N/N=C/C1=C(N2CCOCC2)C(=C\c2ccc([N+](=O)[O-])cc2)/CC1 (centres undefined) | -15.7 | -14.2% | 5.0% | -27.6% | 5.0% | -12.8%
CCc1nnc(NC(=O)C2CCN(c3ncnc4sc(C)c(C)c34)CC2)s1 | 94.2 | -14.2% | -11.1% | 4.3% | nt | 3.4%
CCOc1ccc(-c2cc(C(=O)NCCCn3ccnc3)c3ccccc3n2)cc1 | -10.0 | 75.6%[activator] | -19.4% | -0.1% | 1.5% | 1.6%
Cc1ccc(Cn2ccnc2SCC(=O)Nc2nnc(C)s2)cc1 | -9.7 | nt | nt | -0.1% | nt | -6.1%
Cc1ccc(C)c(C(=O)Cn2ncc(Cl)c(Cl)c2=O)c1 | -96.8* | -37.8% | 10µM* | 50.1µM* | 5.5% | -8.9%
Cc1cccc(C(=O)OCc2cc3ccccc3[nH]c2=O)c1 | 24.0 | -20.4% | 11.5% | 12.8% | 8.6% | -3.4%
Cc1cc(C(=O)OCC(=O)Nc2c(Cl)cccc2C(F)(F)F)c(C)o1 | -4.3 | -2.8% | 15.2% | -9.2% | nt | 0.0%
Cc1cccc(NC(=O)c2cc(-c3cc(C)c(C)cc3O)n[nH]2)c1 | 50.2 | -23.9% | ? | 0.0% | 10.2% | -14.5%
COc1cccc(N2CCN(C(=O)c3ccc4nc(N5CCC(C)CC5)sc4c3)CC2)c1 | -25.8&-37.3 | 53.1% | nt | 10.4%&-3.5% | -6.8% | -0.1%&14.8%
CCOc1ccc(/C=C(\C(=O)O)c2ccc(S(=O)(=O)N3CCOCC3)s2)cc1OC | ? | -1.7% | -0.8% | 2.0% | -8.9% | -4.2%
CCOc1ccc(S(=O)(=O)NCCC(=O)N(CC)CC(=O)Nc2c(F)cccc2F)cc1 | -37.8 | -7.6% | 4.1% | -11.9% | nt | -12.1%
C/C(CC(=O)Nc1ccc(Cl)cc1Cl)=N\NC(=O)C(=O)N1CCCC1 | -24.1 | 82.5%[activator] | ? | 0.2% | -9.0% | 6.8%
CCN(Cc1ccccc1)C1CCN(Cc2ccccc2)CC1 | nt | -4.3% | -34.6% | 5.4% | ? | -0.7%
COc1cc(OC)c(OC)cc1/C=C1\Oc2cc(OCC(=O)N3Cc4ccccc4C[C@H]3C(=O)O)ccc2C1=O | nt | 0.0% | -0.1% | -2.3% | ? | -6.6%
CC1(C)Cc2c(c(N3CCCC3)[nH]c(=S)c2C#N)CO1 | nt | -1.3% | nt | -24.6% | -3.6% | 0.3%
c1ccc(C2CC2)c(OCC2=NCCN2)c1 | ? | -18.5% | -4.8% | -3.9% | -1.1%&-0.7% | ?
CCOc1ccccc1OCCOc1ccccc1CC | -34.1 | -15.2% | -20.4% | -20.1% | 0.9% | 1.8%
CN(c1ccccc1)S(=O)(=O)c1cccc(NC(=O)CN2CCc3ccccc3C2)c1 | -15.4 | -18.7% | -4.7% | 7.8% | -2.9% | -2.7%
COc1ccc(-c2cccc(C3CC=CC4C3C(=O)N(Cc3ccccc3)C4c3ccc(C(F)(F)F)cc3)c2)cc1 (centres undefined) | -67.3* | -28.1% | -6.2% | 1.6% | -1.9%&0.0% | -6.6%
Cc1ccc(S(=O)(=O)NC2CCCCCC2)cc1 | 66.7 | -11.3% | -0.4% | nt | nt | nt
COc1ccc(S(=O)(=O)N(C)C[C@H]2Oc3c(NC(=O)CCC(F)(F)F)cccc3C(=O)N([C@H](C)CO)C[C@@H]2C)cc1 | 23.1 | 224.0%[activator] | -10.6% | nt | nt | nt
Cc1ccc(S(=O)(=O)N2CCOC2CNC(=O)C(=O)NCCc2ccccc2)cc1 (centres undefined) | -8.0 | 10.7% | -8.3% | 0.3% | 1.1% | -5.0%
CCC(/C=C1\Sc2ccc(OC)cc2N1CCO)=C\c1sc2ccc(OC)cc2[n+]1CCO | -97.7* | 196.6%[activator] | 5.01µM* | 11.2µM* | ? | -13.9%
COCCNc1ccc(-c2nc(-c3ccco3)no2)cc1[N+](=O)[O-] | 78.5 | nt | nt | -10.9% | nt | -4.1%
CS(=O)(=O)Nc1ccc(C(=O)Nc2cccc([N+](=O)[O-])c2)cc1 | -30.9 | -32.9% | -28.7% | -1.6% | -8.7% | 3.2%
N/C(=N\OC(=O)c1ccccc1F)c1ccc([N+](=O)[O-])cc1 | -13.1 | -17.9% | 0.3% | -4.5% | -4.4% | ?
COC(=O)CSc1nnc(-c2cccnc2)o1 | 25.9 | -16.4% | 21.0% | 6.8% | -14.9% | -3.5%
CCCOc1ccc(C(=O)Nc2cccc(NC(=O)c3ccc(Cl)cc3Cl)c2)cc1 | -91.1* | nt | nt | -4.5% | nt | 7.2%
CCn1c(CNC(=O)COC)nc2ccccc21 | 5.3 | -2.3% | 10.6% | 0.3% | -0.5% | ?
COc1ccccc1NC(=O)CN1CCC(n2nnc3cc(F)ccc32)CC1 | -9.5 | 28.6% | ? | -3.0% | -0.2% | ?
Cc1ccccc1NC(=O)c1ccc(NS(=O)(=O)c2cc(C(C)(C)C)cc(C)c2C)cc1 | 5.4 | -40.8% | ? | -2.9% | -3.0% | 13.5%
Cc1ccc(C(=O)Nc2nc3n(n2)C(c2ccc(F)cc2)C=C(c2ccccc2)N3)cc1 (centres undefined) | -30.7 | nt | nt | 2.3% | nt | 13.0%
CCN(CC)c1ccc(C(=O)NNC(=O)CNC(=O)c2ccco2)cc1 | -14.9 | -16.4% | 12.8% | -11.1% | nt | ?
CCOc1ccccc1C(=O)N(Cc1ccc(N(C)C)cc1)CC1CCCO1 (centres undefined) | ? | nt | nt | -0.2% | nt | 2.4%
NC(=O)c1cc(NC(=O)CCCc2nc3ccccc3s2)cc(C(N)=O)c1 | -13.1 | -17.0% | ? | ? | 4.9% | 1.6%
Cc1cccc(C)c1NC(=O)C(c1cccs1)N(Cc1ccco1)C(=O)Cn1nnc2ccccc21 (centres undefined) | ? | 1.6% | 0.4%&-1.6% | -15.4% | -0.3% | ?
O=C(Nc1ccc(Br)cc1)c1ccc(Br)c(S(=O)(=O)Nc2cccnc2)c1 | -25.9 | ? | 7.4% | -14.4% | 22.5% | -9.5%
Cc1ccc2oc(=O)n(CCNC(=O)Nc3ccccc3Cl)c2c1 | -21.9 | nt | nt | 3.5% | nt | 3.0%
Cc1cc(C(F)(F)F)nn1CC(=O)Nc1cccnc1 | -13.3 | -0.2% | 4.4% | -19.6% | -2.7% | -7.8%
COc1ccc(-n2nnc3c(=O)n(CC(=O)N4CCCc5ccccc54)cnc32)cc1 | 17.4 | -7.5% | ? | -3.8% | -0.1% | 3.5%
CC(C)Oc1ccc(C(=O)NC2(C(F)(F)F)N=C3SCCN3C2=O)cc1 (centres undefined) | 28.1 | -12.7% | 2.0% | -3.0% | 9.2% | -0.3%
O=C(Cc1ccccc1C(=O)O)Nc1cccc2ccccc12 | 10.3 | -17.0% | 18.2% | ? | -4.5% | 2.8%
CCOC(=O)c1c(C)oc2nc(C)nc(NCC3CCN(Cc4ccc(C)cc4)CC3)c12 | -3.2 | nt | nt | -0.1% | nt | 20.8%
CC(C)CN(CC(C)C)C(=O)Nc1cccc([N+](=O)[O-])c1 | -0.2 | -25.7% | -12.0% | 5.0% | -1.8% | ?
COc1ccc2[nH]c3c(c2c1)CN(C)CC3 | -20.6 | 1.1% | -2.8% | -3.3% | -8.4% | 1.0%
CCN(CC)CCCn1c(SCC(=O)NCC2CCCO2)nc2ccccc2c1=O (centres undefined) | -16.9 | -3.9% | 6.4% | 6.8% | nt | 10.1%
CN(C)Cc1ccc(F)cc1Sc1ccc(Cl)cc1Cl | 63.5 | -1.3% | -17.2% | 0.4% | ? | -13.1%
CCOC(=O)N1CCC(NC(=O)C2CCN(C(=O)N3CC(C)Oc4ccccc43)CC2)CC1 (centres undefined) | 28.9 | 77.1%[activator] | -16.1% | -5.1% | -0.1% | -6.3%
CC(=O)Nc1cccc2c1C(=O)N(c1cccc(OC(C)=O)c1)C2=O | -4.8 | -20.3% | 2.0% | -2.1% | 3.3% | 5.4%
Cc1ccc(C)c(NS(=O)(=O)c2ccc(-c3coc(C)n3)cc2)c1 | -33.7 | -7.3% | ? | -17.3% | 0.8% | -9.2%
COc1ccc(NC(=O)CC2SC(N3CCCCC3)=NC2=O)cc1OC (centres undefined) | 28.7 | -3.2% | 17.1% | 6.0% | nt | 5.2%
CCOc1cc(/C=N/NC(=O)c2cccnc2)ccc1O | 0.0 | -2.9% | 13.0% | 8.6% | 1.0% | 3.1%
CCCc1ccc(OCc2ccc(C(=O)N3CCSCC3)o2)cc1 | 76.0 | 30.4% | ? | -22.6% | 3.4% | -5.7%
Cc1cc2nccc(-c3ccccn3)n2n1 | -25.3 | -3.8% | -0.9% | 2.3% | 2.2% | -6.4%
COCCN(CC(=O)Nc1cccc(C)c1C)C(=O)c1oc2c(Cl)cccc2c1C | 0.0 | 147.2%[activator] | ? | -2.9% | nt | -0.5%
CCC1c2ccc(C)n2CCN1C(=O)Nc1ccccc1OC (centres undefined) | 4.2 | 19.2% | -13.8% | 25.1µM* | ? | -5.1%
CC1(C)NC(=O)N(CCCC(=O)Nc2ccc(C(F)(F)F)cc2)C1=O | ? | -4.4% | 6.6% | -2.7% | nt | 4.6%
